High-throughput results as filed in PubChem BioAssay.
HP1b chromo inh = inhibitors of HP1-beta chromodomain binding to methylated histone tails; AlphaScreen HP1-beta / biotin-H3K9me3 peptide binding; Potency, µM (top dose mostly 114 µM), without a hit: top-dose activity change, negative = inhibition, hits mostly inhibitors; AID 540317; 390,000 tested, 0.56% active; also: potency is read from the fitted curve at half-maximal effect; nearly all actives have a fitted effect of over 70% in size; inactives centre near 23
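Compound inhibition of the preformed complex between 50 nM HP1-beta and 50 nM biotinylated H3K9me3 peptide was read by AlphaScreen. Buffer was PBS pH 7.4 with 0.01% Tween-20. Incubations ran 30 min at room temperature, with 10 ug/mL donor/acceptor beads.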
G9a block = blocks human histone lysine methyltransferase G9a; G9a H3K9 monomethylation, AlphaScreen, 2 h; 350,000 tested, 8.8% active; Potency, µM (titrated, usually from 102 µM), inactives show at the highest dose activity, negative = inhibition, hits mostly inhibitors; also: potency is read from the fitted curve at half-maximal effect; % is scaled to controls: 0 for no effect and ±100 for the full control effect; nearly all actives have a fitted effect of over 75% in size
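G9a (20 nM) preincubated 15 min RT with compounds, then 500 nM biotinylated H3K9 peptide and 20 uM SAM added; 2 h RT reaction. Monomethyl-H3K9 product detected by AlphaScreen with anti-H3K9me1 antibody, streptavidin donor and anti-rabbit IgG acceptor beads.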
Pol eta inh = DNA polymerase eta (human) inhibition; Q9Y253; recombinant Pol eta, fluorescent DNA replication assay; Potency, µM (series often up to 114 µM), inactives show at the highest dose activity change, negative = inhibition, usual class: inhibitors; 390,000 tested, 1.2% active; AID 588591; also: potency is read from the fitted curve at half-maximal effect; % is scaled to controls: 0 for no effect and ±100 for the full control effect
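Fluorescent replication assay: 50 nM final substrate added after a 15 min room-temperature compound preincubation with 10 nM enzyme. Signal taken at 0 min and again at 10 min.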
Tb PGK inh = inhibitors of T. brucei phosphoglycerate kinase; 380,000 tested, 0.043% active; Potency, µM (top dose mostly 57.5 µM), without a hit: at the highest dose activity change, negative = inhibition, most hits filed as inhibitors; AID 602233; PGK/GAPDH coupled, Kinase-Glo luminescence, 60 min; also: potency is read from the fitted curve at half-maximal effect; % is scaled to controls: 0 for no effect and ±100 for the full control effect; nearly all actives have a fitted effect of over 60% in size
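Recombinant glycosomal PGK reaction used 1,3-bisphosphoglycerate generated in-well by GAPDH (100nM final) in 100mM TEA pH 7.6, 5mM MgCl2, 0.01% Tween-20. After 60 minutes at room temperature, ATP was read by Kinase-Glo Plus luminescence end-point.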
Pin1 inh = human Pin1 inhibition; Potency, µM (highest dose often 115 µM), for the others: at the highest dose activity, negative = inhibition, hits mostly inhibitors; Pin1 FP peptide displacement, HiFluor488, 10 min; Q13526; AID 504891; 390,000 tested, 0.009% active; active = well fitted inhibition curve with a large enough effect in the polarisation, with a control signal flat, not every such curve was filed as active; inconclusive = small, poorly fitted or top-dose-only effect, or effect the other way, or a change in a side signal; inactive = no such curve, though single readings can be large or run the other way; the % refers to the polarisation; also: potency is read from the fitted curve at half-maximal effect; % is scaled to controls: 0 for no effect and ±100 for the full control effect
GLS inhibitor = glutaminase GLS (human) inhibition; Potency, µM (doses to about 45.5 µM), inactives show at the highest dose activity change, negative = inhibition, most hits filed as inhibitors; 410,000 tested, 0.21% active; GLS enzymatic activity, qHTS titration; AID 624170; O94925; also: potency is read from the fitted curve at half-maximal effect; % is scaled to controls: 0 for no effect and ±100 for the full control effect
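hKGA in 45 mM KH2PO4 (pH 8.2), 0.02% Tween-20 with compound, then 1mM L-Glutamine (stock as added) plus glutamate oxidase/HRP/Amplex red coupling mix. Fluorescence read initially and after 30 min at RT; signal change reflects glutamate formation.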
BAZ2B inh = BAZ2B (human) inhibition; Q9UIF8; AlphaScreen BAZ2B-H3K14Ac peptide displacement; Potency, µM (series often up to 114 µM), for the others: top-dose activity change, negative = inhibition, most hits filed as inhibitors; 360,000 tested, 4.4% active; AID 504333; also: potency is read from the fitted curve at half-maximal effect; % is scaled to controls: 0 for no effect and ±100 for the full control effect; nearly all actives have a fitted effect of over 60% in size
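Inhibition is scored as reduced AlphaScreen emission. The BAZ2B/b-H3(5-23)K14Ac complex (50 nM each) in PBS pH 7.4, 0.01% Tween-20 meets compound (up to 110 uM) for 30 min at RT before bead addition.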
JMJD2A Tudor = inhibitors of human JMJD2A Tudor domain | O75164 | AlphaScreen JMJD2A-Tudor / H3K4me3 peptide binding | Potency, µM (series often up to 114 µM), for inactives: at the highest dose activity change, negative = inhibition, actives largely listed as inhibitors | 390,000 tested, 4.4% active | AID 504339; also: potency is read from the fitted curve at half-maximal effect; % is scaled to controls: 0 for no effect and ±100 for the full control effect; nearly all actives have a fitted effect of over 50% in size
Target sequence (O75164 whole entry, looked up, the tested form may be a part): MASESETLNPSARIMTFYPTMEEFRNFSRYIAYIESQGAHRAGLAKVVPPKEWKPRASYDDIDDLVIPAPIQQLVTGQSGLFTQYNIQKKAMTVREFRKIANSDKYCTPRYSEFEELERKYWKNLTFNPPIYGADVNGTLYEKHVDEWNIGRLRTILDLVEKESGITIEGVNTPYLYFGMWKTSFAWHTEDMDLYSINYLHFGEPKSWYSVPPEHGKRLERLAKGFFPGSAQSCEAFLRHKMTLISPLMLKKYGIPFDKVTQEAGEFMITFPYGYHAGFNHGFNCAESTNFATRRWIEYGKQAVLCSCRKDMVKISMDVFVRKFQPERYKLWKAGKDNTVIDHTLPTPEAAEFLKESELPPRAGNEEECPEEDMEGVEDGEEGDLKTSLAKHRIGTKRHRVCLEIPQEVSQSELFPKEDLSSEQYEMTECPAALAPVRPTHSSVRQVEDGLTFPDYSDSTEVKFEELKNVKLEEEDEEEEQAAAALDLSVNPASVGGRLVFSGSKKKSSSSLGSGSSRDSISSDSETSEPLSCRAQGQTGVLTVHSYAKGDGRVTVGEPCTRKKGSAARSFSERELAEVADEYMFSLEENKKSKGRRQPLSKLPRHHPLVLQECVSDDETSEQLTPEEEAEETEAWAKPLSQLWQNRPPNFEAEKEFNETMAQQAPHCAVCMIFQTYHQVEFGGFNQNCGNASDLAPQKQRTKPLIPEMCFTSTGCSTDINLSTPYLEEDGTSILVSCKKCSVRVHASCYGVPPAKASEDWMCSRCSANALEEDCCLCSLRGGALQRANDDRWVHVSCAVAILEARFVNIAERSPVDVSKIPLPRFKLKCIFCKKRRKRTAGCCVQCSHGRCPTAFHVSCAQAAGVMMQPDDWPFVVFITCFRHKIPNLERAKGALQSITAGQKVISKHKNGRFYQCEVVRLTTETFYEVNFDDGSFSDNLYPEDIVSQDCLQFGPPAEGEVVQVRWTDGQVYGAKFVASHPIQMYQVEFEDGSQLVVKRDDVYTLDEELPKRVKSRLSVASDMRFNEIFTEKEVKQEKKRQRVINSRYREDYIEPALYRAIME
PI4K2A inh = blocks human PI4K2A kinase activity | activity change, negative = inhibition, % at 76.9 µM | Q9BTU6 | purified PI4K2A, ADP-Glo luminescence, 1 h; stronger effect = lower value | 420,000 tested, 0.13% active; in the data active = activity change below about -50%; inconclusive = mostly about -30% to -49%;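 also: -100% = wells without enzyme as full effect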
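PI4K2A activity was measured by ADP-Glo luminescence: enzyme (4 ug/mL stock) and phosphatidylinositol (1.2 mM stock) in Tris pH 7.5/MgCl2/EGTA/Triton X-100 buffer were reacted with ATP (300 microM stock) for one hour at ambient temperature.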
Starred values were filed as active, the others as inactive; i = inactive; ? = inconclusive; . = not tested or not shown; & = joins results of further samples; [ ] = another dose, or the depositor's remark. Unless noted, calls follow the shape of the dose curve; as a rule, active = well fitted curve in the direction sought with a large enough effect; inconclusive = small, poorly fitted or top-dose-only effect, or another doubt; inactive = no such curve, though single readings can be large; an effect the other way counts as inactive or inconclusive. Not all compounds are listed (hit frequency here may not be typical).

HP1b chromo inh	G9a block	Pol eta inh	Tb PGK inh	Pin1 inh	GLS inhibitor	BAZ2B inh	JMJD2A Tudor	PI4K2A inh	SMILES
29%[57 µM]	-1%	-22%	-16%	-4%	1%	24%	7%	-2	Cc1ccc(NC(=O)Cc2csc(-c3ccccc3)n2)cc1F
24%	-1%[0.501 µM]	-10%	1%	-2%	2%	-6%	-6%	-1	O=C(CSc1nnc(CNC(=O)c2cccs2)o1)Nc1ccccc1F
9%	?	9%	i	3%	0%	-10%	-16%	13	COc1cccc(C(=O)SC2=NCCS2)c1
84%[activator]	7%	-16%	i	5%	-6%	-1%	4%	-6	O=C(c1cccs1)C1CCCN(Cc2nc(Cc3ccccc3F)no2)C1 (centres undefined)
1%	50µM*	-5%	-5%	9%	-2%	?	-9%	2	OCCCNc1nc(-c2ccccc2)nc2c1oc1ccccc12
16%	-9%	-18%	i	?	-11%	-18%	-4%	-1	CCOC(=O)/C(=C/C1=CC(=C/N(C)C)/C(=O)O1)C(C)=O
9%	9%	-14%	1%	-2%	1%	-8%	-22%	0	COc1ccc(-c2nn(-c3ccccc3)cc2C(=O)NCC2CCCO2)cc1 (centres undefined)
16%	22%	-19%	0%	-4%	3%	3%	-7%	4	CCC(C)NC(=O)c1ccc(CSCc2ccccc2Cl)o1 (centres undefined)
47%[activator]	.	-7%	-2%	0%&3%	0%	.	5%&-3%	4	Cn1nnnc1Sc1ncnc2scc(Br)c12
3%	16%	-23%	-12%	-3%	0%	-5%	-9%	3	CCN(CC(=O)Nc1c(F)cccc1F)C(=O)C1(c2ccccc2)CC1
16%	-5%[12.7 µM]	-15%	-6%	0%	-13%	8%	-14%	-1	CC1CN(S(=O)(=O)c2cccc(C(=O)OCC(=O)NCc3ccccc3)c2)CC(C)O1 (centres undefined)
39%	.	-17%	-2%	-5%	-3%	.	-10%	9	Oc1ccccc1C=NNc1nc2ccccc2s1
15%	-9%[59 µM]	-20%	0%	1%	2%	-17%	-17%	-9	O=C(CNC(=O)c1ccccc1)N/N=C/c1ccc([N+](=O)[O-])s1
28%	32%[0.501 µM]	-1%	-7%	6%	13%	34%[activator]	-17%	7	Cc1cc(=O)oc2cc(OC(=O)C3CCN(C(=O)c4ccc(F)cc4)CC3)ccc12
56%[activator]	-8%	-16%	i	-10%	27%	-1%	-7%	1	O=C1C2C(C(=O)N1c1ccccc1)N1CCCN1C2c1ccccc1 (centres undefined)
45%[activator]	25%	-22%	i	4%	0%	-7%	-9%	5	O=C(NN=C1CCCCCCC1)c1ccc2ccccc2n1
40%[activator]	-3%[59 µM]	-28%	-1%	29%	-1%	6%	14%	4	Cc1cc(N2CCC(C)CC2)nc2ccc(NC(=O)CCC(=O)N3CCN(c4cccc(C(F)(F)F)c4)CC3)cc12
-5%	50µM*	-16%	4%	20%	1%	-33%	-31%	-3	Cc1ccc(-c2csc(N3CCN(c4cc5c(cc4Cl)nc(-c4ccncc4)n5CCOCCO)CC3)n2)cc1
.	.	-2%	2%	.	0%	.	.	1	COc1ccc(C(=O)N2CCc3ccccc3C2)cc1S(=O)(=O)N1CCCC1
25%	33%	-10%	0%	-5%	-8%	23%	-7%	-7	O=C(CNS(=O)(=O)c1ccc(Br)s1)NCCc1ccc(Cl)cc1
37%	1%	?	-8%	-1%	-2%	-22%	16%	-12	NC(=O)c1ccsc1NC(=O)CSc1nnc(C2CC2)n1Cc1ccccc1
-18%	11µM*	-10%	-1%	-8%	-1%	?	?	3	COc1cc(Cl)c(C)cc1NCC(=O)Nc1cccc(S(=O)(=O)N2CCCC2)c1
31%	3%[59 µM]	-11%	3%	5%	-2%	3%	-10%	-6	CSCCC(NS(=O)(=O)c1ccc2c(c1)oc(=O)n2C)C(=O)NCc1ccc(F)cc1 (centres undefined)
5%	-11%	-12%	?	7%	?	-29%	-25%	0	CCCCNC(=O)N(O)C1N(/N=C/c2ccccc2F)C(=S)SC1(C)C (centres undefined)
50%[activator]	7%[59 µM]	-15%	6%	-3%	-5%	-33%	-9%	-1	CCCS(=O)(=O)c1c(S(=O)(=O)CCC)c2ccc(C(N)=O)cn2c1C(=O)c1ccccc1
37%	15%	-3%	1%	-2%	-7%	.	-3%	-19	COc1cccc(C2=NOC(C(=O)Nc3cccnc3Cl)C2)c1OC (centres undefined)
35%	15%[59 µM]	-13%	i	-5%	2%	-9%	-3%	2	O=C(Nc1ccccc1C(=O)OCc1cc(=O)n2c3c(sc2n1)CCCC3)c1ccc(F)cc1
35%[activator]	16%	-8%	-8%	1%	3%	-23%	-4%	0	O=c1[nH]c(C2CCCN(S(=O)(=O)c3cccc(Cl)c3)C2)nc2c1nnn2Cc1ccc2c(c1)OCCO2 (centres undefined)
10%[57 µM]	5%[59 µM]	-8%	-6%	-2%	-16%	0%	-12%	8	COc1ccc(-n2c(SCC(=O)Nc3ccc4c(c3)OCO4)nc3c([nH]c4ccccc43)c2=O)cc1
?	10µM*	9%	-4%	-11%	13%	-3%	?	-3	Cn1cc(P(=S)(N2CCOCC2)N2CCOCC2)cc1P(=O)(N1CCOCC1)N1CCOCC1
24%	5%[59 µM]	-11%	-1%	0%	-1%	7%&0%	-19%	2&1	Nc1[nH]c(=O)ncc1F
12%	.	5%	-6%	?	1%	.	-10%[57.1 µM]	1	COc1ccc(-n2c(=O)c3c4c(sc3n3cnnc23)CC(C)CC4)cc1 (centres undefined)
9%	0%	-12%	-8%	10%	-1%	.	-6%	-1	O=C(NC(=S)Nc1nc2ccc(F)cc2s1)c1ccco1
84%	?	-16%	-3%	24%	-2%	7%	17%	4	Cc1onc(-c2ccccc2Cl)c1C(=O)Nc1cccc2cccnc12
36%	?	?	7%	0%	-7%	-20%	30%	8	CCN(C(=S)Nc1ccc(OC(F)F)cc1)C1CCCCC1
-22%	?	-15%	-2%	0%	27%	?	-18%	-5	CC(=O)c1ccc(OCC(O)CN2CCN(c3ccc(F)cc3)CC2)cc1 (centres undefined)
8%	-2%[59 µM]	-1%	i	-5%	-17%	-4%	-17%	5	CCS(=O)(=O)N1CCc2cc(C(=O)NCc3ccc(C)cc3)ccc21
42%[activator]	.	-9%	-7%	1%	0%	.	2%	-4	O=C(OCC(=O)N1CCCCC1)c1cc(=O)[nH]c2ccccc12
-2%	0%[59 µM]	-1%	-3%	-9%	2%	5%	-23%	5	O=c1oc2ccccc2c(NCc2cccc(F)c2)c1[N+](=O)[O-]
31%	11%[12.7 µM]	-9%	-3%	-3%	-5%	-14%	-25%	3	Cc1ccnc(NC(=O)c2cccc(NC(=O)CC3SC(N4CCCCC4)=NC3=O)c2)c1 (centres undefined)
21%	-34%	-7%	i	-2%	7%	-19%	-13%	3	O=C(Nc1ccccc1C(=O)NC(Cc1ccccc1)C(=O)O)c1ccccc1 (centres undefined)
32%	-15%[12.7 µM]	-1%	-1%	30%	-5%	-9%	-24%	-3	NC(=O)CC(NC(=O)Cc1cccc2ccccc12)c1ccc(NCc2ccc(F)c(F)c2)c([N+](=O)[O-])c1 (centres undefined)
30%	25%[59 µM]	-12%	7%	6%	-2%	-9%	-8%	-1	Nc1nonc1-c1nc2ccccc2n1CC(=O)Nc1cccc(Cl)c1Cl
308%[activator]	101%[activator][59 µM]	?	0%	2%	10%	141%[activator]	157%[activator]	-2	CCOC(=O)c1cnc2ccc(OCC)cc2c1NCc1ccccc1
37%	-5%	-16%	-3%	-9%	11%	?	2%	-7	O=C(Nc1nnc(SCC(=O)N2CCCCC2)s1)c1ccc(F)cc1F
18%	12%	-12%	10%	0%	3%	-9%	-22%	-3	Cc1ccc(-c2ccc(=O)n(CC(=O)NCc3ccco3)n2)cc1
42%[activator]	.	-6%	i	3%	-6%	0%	-11%	-1	COc1cccc(NC(=O)Nc2nnc(Cc3ccccc3)s2)c1
30%	.	-10%	-2%	-2%	-2%	5%	-15%[11.4 µM]	15	NC(=O)C1CCN(C(=O)/C=C/c2ccccc2[N+](=O)[O-])CC1
17%	0%[12.7 µM]	-4%	-7%	-3%	8%	11%	-14%	0	Nc1c(N(C(=O)Nc2ccc(Cl)c(Cl)c2)C2CCCC2)c(=O)[nH]c(=O)n1Cc1ccccc1
30%	1%[59 µM]	-4%	-4%	-8%	-11%	3%	-6%	2	CCOC(=O)CSc1cc(C)nc(NC(C)=O)n1
36%	-1%	-6%	-2%	-4%	-6%	0%	-7%	-10	CCN(CC(=O)Nc1ccccc1C(F)(F)F)C(=O)Cc1ccccc1
-14%	?	40µM*	-7%	-18%	-27%	?	?	0	O=C(O)c1ccc(C=C(c2nc3ccccc3s2)c2nc3ccccc3s2)cc1
5%	20%	-11%	-5%	2%	-4%	4%	-7%	-1	CC1CC(=O)Nc2ccccc2N1C(=O)Nc1ccccc1 (centres undefined)
24%	?	-1%	1%	5%	0%	7%	-10%	3	COC(=O)CCCC(=O)N1CCCC(C(=O)c2ccc(OC)cc2C)C1 (centres undefined)
-11%	7%[12.7 µM]	-10%	-4%	2%	1%	3%	?	-2	CC(=O)Nc1ccccc1NC(=O)c1ccc(C)cc1C

Record cards, as listed above. Order of values: HP1b chromo inh	G9a block	Pol eta inh	Tb PGK inh	Pin1 inh	GLS inhibitor	BAZ2B inh	JMJD2A Tudor	PI4K2A inh
CCN(CC(=O)Nc1ccccc1C(F)(F)F)C(=O)Cc1ccccc1 reads 36%	-1%	-6%	-2%	-4%	-6%	0%	-7%	-10
NC(=O)C1CCN(C(=O)/C=C/c2ccccc2[N+](=O)[O-])CC1 reads 30%	.	-10%	-2%	-2%	-2%	5%	-15%[11.4 µM]	15
